# High-throughput results from PubChem BioAssay.
# WRN helicase inh – WRN helicase (human) inhibition. WRN helicase unwinding, fluorescent forked duplex, kinetic. Potency, µM (titrated, usually from 114 µM), for inactives: at the highest dose activity change, negative = inhibition, hits mostly inhibitors. Q14191. 360,000 compounds, 0.46% hits. AID 651768; further: potency means the concentration at half of the fitted maximal effect; on the % scale 0 is the no-effect control and ±100 the full control effect; nearly all actives have a fitted effect of over 55% in size
#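 Primary qHTS, 1536-well format. 20 nM WRN + compound, 15 min RT; start with 100 nM forked fluorophore/quencher duplex, 2 mM ATP (final); kinetic read ex 525/em 598 nm.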
# PLK1 PBD inh – PLK1 (human) polo-box domain binding inhibition. AID 720504. 360,000 compounds, 2.8% hits. P53350. Plk1 PBD binding of FITC phosphopeptide, fluorescence polarization. Potency, µM, without a hit: max response, negative = inhibition, actives largely listed as inhibitors; further: potency means the concentration at half of the fitted maximal effect; series mostly up to about 57 µM; on the % scale 0 is the no-effect control and ±100 the full control effect; nearly all actives have a fitted effect of over 65% in size
# Target sequence (P53350 whole entry, looked up, the tested form may be a part): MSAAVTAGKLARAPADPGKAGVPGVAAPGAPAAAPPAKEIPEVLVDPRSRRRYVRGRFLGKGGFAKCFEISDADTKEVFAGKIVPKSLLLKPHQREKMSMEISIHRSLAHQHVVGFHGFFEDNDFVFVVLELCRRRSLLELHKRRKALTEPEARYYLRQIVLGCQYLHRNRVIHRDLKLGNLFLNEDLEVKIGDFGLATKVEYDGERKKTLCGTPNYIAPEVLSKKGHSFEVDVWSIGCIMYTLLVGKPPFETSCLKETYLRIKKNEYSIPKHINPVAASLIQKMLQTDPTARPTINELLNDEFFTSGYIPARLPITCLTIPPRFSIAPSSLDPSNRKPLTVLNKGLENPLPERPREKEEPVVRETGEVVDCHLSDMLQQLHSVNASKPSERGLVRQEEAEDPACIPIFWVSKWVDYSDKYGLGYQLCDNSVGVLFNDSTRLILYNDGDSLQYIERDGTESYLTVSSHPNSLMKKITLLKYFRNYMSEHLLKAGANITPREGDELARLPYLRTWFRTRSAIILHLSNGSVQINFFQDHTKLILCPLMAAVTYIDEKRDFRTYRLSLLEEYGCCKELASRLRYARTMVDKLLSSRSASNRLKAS
# EPAC1 antagonist – blocks human EPAC1 exchange factor; 360,000 compounds, 0.14% hits; AID 720709; EPAC1 GEF assay, Rap1b-BODIPY-GDP exchange fluorescence; O95398; Potency, µM (top dose mostly 115 µM), without a hit: top-dose activity change, negative = inhibition, usual class: inhibitors;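 further: potency means the concentration at half of the fitted maximal effect; plate controls were vehicle for no effect and positive control for full effect; nearly all actives have a fitted effect of over 50% in size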
# PI5P4Ka inh – blocks human PI5P4K alpha kinase activity; P48426; PI5P4Kalpha enzyme, ADP-Glo luminescence, 60 min; stronger effect = lower value; max response, %; 330,000 compounds, 1.2% hits; AID 652105; active means max response of -50% or lower; inconclusive means between -30% and -50%; inactive means -30% or higher; further: value at the top dose of about 77 µM; on the % scale 0 is the no-effect control and ±100 the full control effect
# Target sequence (P48426 whole entry, looked up): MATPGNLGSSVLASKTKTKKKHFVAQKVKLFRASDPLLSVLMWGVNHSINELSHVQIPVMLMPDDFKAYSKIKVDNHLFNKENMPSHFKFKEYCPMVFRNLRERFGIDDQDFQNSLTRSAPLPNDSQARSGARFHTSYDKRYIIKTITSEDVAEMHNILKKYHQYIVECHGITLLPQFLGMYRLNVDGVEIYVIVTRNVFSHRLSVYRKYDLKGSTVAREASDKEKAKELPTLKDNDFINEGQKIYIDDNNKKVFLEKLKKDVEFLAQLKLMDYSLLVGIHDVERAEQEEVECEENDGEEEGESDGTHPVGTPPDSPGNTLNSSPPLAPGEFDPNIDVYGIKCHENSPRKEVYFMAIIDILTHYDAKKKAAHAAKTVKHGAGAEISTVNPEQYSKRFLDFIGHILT
#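 ADP-Glo luminescence end-point read after a 60 min room-temperature kinase reaction of PI5P4Kalpha plus substrate, initiated with ATP at 5 microM final. Buffer: 0.038 M HEPES pH 7.4, EGTA, 0.1% CHAPS, 5% DMSO.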
# EPAC2 agonist – agonists of human EPAC2 (RAPGEF4); Q8WZA2; EPAC2 activation, biochemical qHTS; response scale: 100% = 6.5 mM cAMP response; Potency, µM (series often up to 154 µM), for inactives: top-dose activation, hits mostly activators; 360,000 compounds, 0.079% hits; AID 720711; further: potency means the concentration at half of the fitted maximal effect; nearly all actives have a fitted effect of over 50% in size
#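 Compounds were added across a concentration range to EPAC2 (100 nM), RAP1B-BODIPY-GDP (250 nM) and GDP (50 uM). After 5 min at room temperature, fluorescence was recorded at 5-min intervals for 30 min.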
# EPAC1 ag – agonists of human EPAC1. AID 720707. O95398. Potency, µM (series often up to 154 µM), for the others: at the top dose activation, usual class: activators. 360,000 compounds, 0.073% hits. EPAC1 agonist qHTS, biochemical assay; response scale: 100% = response to 6.5 mM cAMP; further: potency means the concentration at half of the fitted maximal effect; nearly all actives have a fitted effect of over 60% in size
#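 EPAC1 100 nM, Rap1B–BODIPY-GDP 250 nM, unlabeled GDP 50 uM; compound titration; 5 min RT; kinetic read ex480/em540 at 5-min intervals ×30 min; data normalized to 6.5 mM cAMP agonist control.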
# IL2 activator – activates IL-2 in a cell-based reporter assay | IL-2 activation reporter assay, cell-based qHTS; stimulated with anti-CD3/CD4/CD28 beads; in transgenic mouse T cells | activation, % (series mostly up to about 46 µM) | 360,000 compounds, 0.065% hits | AID 652025; in the data active means activation above about 50%; inconclusive means mostly about 30% to 49%; further: 0% is about no effect
#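 Unstimulated transgenic mouse T cells preincubated 60 min with compound, then stimulated with anti-CD3/anti-CD4-coated beads plus anti-CD28 for 18 h at 37 degrees C. IL-2 response read as EGFP and DsRed fluorescence by plate cytometry.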
# CCT modulator – modulators of cytosolic chaperonin (CCT/TRiC) activity | purified chaperonin ATPase assay, HTRF ADP detection, 30 min | activity change, % (test concentration not listed), hits read low | 360,000 compounds, 0.3% hits | AID 651819; in the data active means activity change below about -30%; further: on the % scale 0 is the no-effect control and ±100 the full control effect
#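 TRiC (40 or 20 nM final, by batch activity) in 30 mM Tris pH 7.4, 100 mM KCl, 5 mM MgCl2, 1 mM DTT was treated with compound at 76 uM single dose, then 10 uM ATP, 30 min at 37 °C. ADP was read by HTRF Transcreener.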
# * = called active by the depositor; ? = inconclusive; . = no result given; [ ] = remark or other dose. Unless noted, the call rests on the fitted dose curve; in most records, active means well fitted curve in the direction sought with a large enough effect; inconclusive means small, poorly fitted or top-dose-only effect, or another doubt; inactive means no such curve, though single readings can be large; an effect the other way counts as inactive or inconclusive.
SMILES	WRN helicase inh	PLK1 PBD inh	EPAC1 antagonist	PI5P4Ka inh	EPAC2 agonist	EPAC1 ag	IL2 activator	CCT modulator
Cc1ccccc1NC(=O)Cc1nc(COC(=O)CSc2ccccc2)cs1	-1%	-16%	-15%	-13	1%	-3%	-1.0	1.7
Cc1ccc(C)c(OCc2cc(C(=O)N3CCc4sccc4C3)no2)c1	?	-2%	-2%	1	6%	14%	-2.3	-3.5
Nc1cc(S(=O)(=O)N2CCOCC2)ccc1Oc1cccc(Br)c1	-34%	-8%	-20%	3	14%	1%	1.9	-3.3
O=C(Cc1ccccc1)NCC(=O)OCC(=O)c1cccc([N+](=O)[O-])c1	2%	-1%	1%	8	-4%	2%	-2.8	3.8
COc1ccc(NC(=O)CN(c2ccc(OC)c(Cl)c2)S(=O)(=O)c2ccccc2)cc1	-9%	-3%	18%	-8	25%	6%	1.3	-0.7
CCn1c(SCC(=O)N/N=C/C=C/c2ccco2)nc2ccccc21	?	?	-24%	?	-1%	2%	-0.1	-1.4
Cc1cccc2sc(NS(=O)(=O)c3ccccc3)nc12	-4%	-5%	8%	-10	-4%	-5%	-0.9	0.4
COc1ccc(Cl)cc1C(=O)Nn1cnnc1	3%	-7%	-3%	0	5%	4%	-0.2	-0.9
Cc1cc(C)c(OCC(=O)OCC(=O)NCc2cccs2)c(C)c1	-7%	-8%	-15%	-2	6%	2%	1.5	3.0
CCOC(=O)c1cn(CC)c2c(ccc3ccccc32)c1=O	-3%	4%	-20%	3	23%	9%	-0.4	1.4
COc1cc(C(=O)Nc2cccc(-c3nc4ccccc4o3)c2C)cc(OC)c1OC	-21%	-1%	6%	5	2%	-1%	1.4	-3.4
Cn1ccsc1=NC(=O)c1ccc(CS(C)(=O)=O)cc1	2%	-8%	20%	-8	7%	3%	-0.1	1.9
CCOc1ccccc1CN1CCNC(=O)C1CC(=O)NCCc1ccccn1 (configuration not stated)	5%	-10%	-5%	-5	-1%	2%	-1.4	-2.0
Cc1ccc(S(=O)(=O)Oc2ccccc2/C=N/O)cc1	0%	-1%	-4%	0	7%	2%	-0.1	0.7
COc1ccccc1C(O)c1ncc(-c2ccccc2C)[nH]1 (configuration not stated)	-2%	-3%	2%	-6	4%	-9%	-0.4	0.6
Cc1cc(NCc2ccc(F)cc2)nc2cc(Cl)ccc12	-8%	4%	-11%	14	10%	6%	-0.2	0.7
CC(CCc1ccccc1)NC(=O)c1ccncc1 (configuration not stated)	-2%	-8%	-18%	3	-5%	15%	-1.1	-2.1
O=C(COc1ccccc1Cl)NCCc1ccc2c(c1)OCCO2	-15%	-2%	-4%	-6	-8%	7%	1.1	-1.1
O=C(NC1(C(F)(F)F)NC(=O)N(C2CCCC2)C1=O)C1CC1 (configuration not stated)	-10%	-8%	-18%	5	12%	0%	-1.8	-1.5
COc1ccc(N2CCN(C(c3ccco3)c3sc4nc(C)nn4c3O)CC2)cc1 (configuration not stated)	-24%	-16%	-19%	3	5%	5%	1.2	-1.4
CC1CCN(C(=O)CN(Cc2ccccc2)S(C)(=O)=O)CC1	1%	1%	-3%	0	1%	12%	1.0	-0.4
CCCCN(C)C(=O)c1sc(=O)n(Cc2c(C)noc2C)c1C	-3%[57.1 µM]	5%	-26%	3	-1%	-5%	-0.2	-0.2
CN(c1ccc(OCC(=O)Nc2nc3ccccc3s2)cc1)S(=O)(=O)c1ccccc1	-6%	-9%	-10%	0	12%	14%	-1.0	0.2
COc1ccc(OC)c(C(=O)c2ccc([N+](=O)[O-])cc2)c1	0%	2%	-6%	0	5%	4%	0.1	-0.3
CCn1c(=O)cc(OCC(=O)Nc2cccc(C)n2)c2ccccc21	-4%	0%	10%	-1	3%	-4%	-1.5	-0.5

# Pulled one by one from above:
SMILES	WRN helicase inh	PLK1 PBD inh	EPAC1 antagonist	PI5P4Ka inh	EPAC2 agonist	EPAC1 ag	IL2 activator	CCT modulator
COc1ccc(Cl)cc1C(=O)Nn1cnnc1	3%	-7%	-3%	0	5%	4%	-0.2	-0.9
COc1ccc(OC)c(C(=O)c2ccc([N+](=O)[O-])cc2)c1	0%	2%	-6%	0	5%	4%	0.1	-0.3

# (continued)
SMILES	WRN helicase inh	PLK1 PBD inh	EPAC1 antagonist	PI5P4Ka inh	EPAC2 agonist	EPAC1 ag	IL2 activator	CCT modulator
CCC(C)NC(=O)c1ccccc1NS(=O)(=O)c1ccc(OC)c(OC)c1 (configuration not stated)	-24%[57.1 µM]	-5%	11%	2	1%	-12%	-3.8	-0.6
S=C(NCc1ccco1)Nc1ccccn1	1%	-9%	-21%	-1	5%	1%	0.2	-3.8
CCCCCCn1cnc2c(c1=O)c1nc3ccccc3nc1n2/N=C/c1ccco1	-35%	-19%	18%	-3	-15%	5%	8.1	-4.2
O=C(CN(CCc1ccccc1)C(=O)c1csnn1)NC1CCCC1	-3%	-3%	10%	3	8%	16%	1.0	-0.2
O=C(Cc1cccs1)Nc1cc(SCCO)cc([N+](=O)[O-])c1	-6%	-4%	-3%	-6	3%	-6%	0.2	0.6
CCOC(=O)N1C2=NC(C(=O)OC)=C(C(=O)OC)[C@@H]3N(Cc4ccccc4)c4ccccc4[C@]23C[C@H]1C(=O)OC	-5%	-1%	2%	0	6%	-4%	2.4	0.3
CC(C)CCNC(=O)CSc1nc2ccccc2s1	-4%	?	-8%	-5	2%	-1%	0.2	-1.0
CCOc1cc(C(=O)NC)cc(Br)c1OC	-2%	-9%	12%	0	1%	5%	-2.2	-3.6
Oc1ccc2c(c1)C1CCCC1(N1CCOCC1)O2 (configuration not stated)	-12%	1%	-5%	-7	5%	4%	0.2	1.1
COc1ccc(S(=O)(=O)NC2CC2)cc1C(=O)N1CCOCC1	4%[57.1 µM]	7.5µM*	-8%	-27	8%	3%	-0.1	-2.8
O=C(NC(=S)NC1CCCCC1)c1ccccc1	0%	-5%	-6%	11	19%	7%	-1.0	-3.3
CCn1c(=O)cc(OCC(=O)Nc2ccc(OC)c(OC)c2)c2ccccc21	-8%	-3%	28%	3	2%	-1%	-3.8	-1.7
CCn1c(SCC(=O)Nc2oc(-c3ccccc3)c(-c3ccccc3)c2C#N)nnc1-c1ccncc1	-6%[11.6 µM]	?	5%	8	7%	5%	-0.9	-1.4
O=C(Cn1nnc2ccccc21)OCC(=O)c1ccc(Cl)c(Cl)c1	-1%	0%	0%	-1	-8%	-5%	-0.6	0.3
COc1cccc(NC(=S)N2CCN(c3ccccn3)CC2)c1	2%	27µM*	10%	-9	5%	-1%	-0.7	-0.5
COc1ccccc1N1CCN(CCCCOc2ccc(F)cc2)CC1	-10%	2%	15%	7	-1%	3%	-5.1	0.7
CC(=O)NS(=O)(=O)c1ccc(NC(=O)c2cc3c(=O)n4ccccc4nc3s2)cc1	-34%	-15%	20%	-19	2%	1%	0.7	0.6
CC(CCc1ccccc1)NCc1cccc2ccccc12 (configuration not stated)	-13%	-3%	-2%	3	9%	3%	-0.3	-2.8
CCn1c(=O)cc(SCC(=O)NCc2ccc(C)o2)c2ccccc21	0%	-3%	7%	-10	-11%	4%	1.5	-0.2
CCN(CC)CCCNc1nc(CN2CCOCC2)nc2sc3c(c12)CCC3	1%	0%	16%	4	2%	0%	-1.8	-14
COc1ccc(NC(C)=O)cc1S(=O)(=O)NCCc1ccccn1	-5%	0%	2%	-3	1%	3%	1.9	-3.1
COC(=O)c1sccc1S(=O)(=O)Nc1ccc(Cl)cc1	-2%	-21%	-1%	1	16%	12%	-0.9	-0.9
O=S(=O)(NC1CC1)c1ccc(Br)cc1N1CCC[C@H]1CO	-2%	-4%	-12%	-2	7%	2%	-0.5	1.7
CC[C@@]1(c2ccccc2)C(=O)N(C(=O)OC)N1C(=O)OC	7%	?	18%	0	2%	-11%	0.0	-2.2
O=C(Nc1ccc([N+](=O)[O-])cn1)C1CC2CCC1C2 (configuration not stated)	2%	-2%	-11%	-6	9%	6%	-1.3	-2.2
Cc1cccc(C)c1NC(=O)CSc1n[nH]c(=O)n1C1CC1	7%	-1%	-14%	2	4%	6%	2.2	-2.8
COc1ccc(NC(=O)c2ccco2)cc1NC(=O)c1cccs1	3%	-4%	-1%	.	5%	1%	-0.8	-0.2
CCN(CC)CCOC(=O)c1ccc(NC(=O)CNC(=O)C2CCCCC2)cc1	1%	-1%	8%	-1	-2%	-4%	6.2	-0.2
Cc1sc(NC(=O)C2=COCCO2)nc1-c1ccc(Br)cc1	?	-13%	5%	19	3%	16%	-0.9	-19
COc1cc(/C=N/NC(=O)c2ccccc2Cl)ccc1Oc1ccc([N+](=O)[O-])cn1	0%	-1%	13%	0	0%	0%	1.4	0.0
CCN(CC)c1ccc(/C=N/Nc2nc3ccccc3[nH]2)c(O)c1	-17%	-14%	-15%	?	9%	24%	-0.4	-31*
CCC(CO)Oc1cc(NCc2ccccc2C)c2ncn(C(C)C)c2c1 (configuration not stated)	2%	-8%	-17%	-5	4%	-10%	-0.4	0.0
Cc1cc(NC(=O)CSCC(=O)OCC(=O)Nc2ccc(OC(F)F)cc2)no1	-3%	-1%	8%	0	6%	8%	-0.2	0.5
Cc1cc(C)c(S(=O)(=O)C(C)C)c(=O)[nH]1	8%	24µM*	0%	-3	-9%	7%	-4.5	-0.4
CCO/N=C(/C)c1c(O)c(C)c(-c2ccccc2)n(-c2ccccc2)c1=O	9%	-9%	-5%	6	13%	-3%	-2.0	-0.7
Cc1nn2c(COc3ccc(NC(=O)c4ccccc4)cc3)nnc2c2ccccc12	5%	-12%	-10%	-9	3%	7%	-2.8	-0.4
CC(NC(=O)CNC(=O)c1ccco1)c1ccccc1 (configuration not stated)	1%	-8%	7%	-1	4%	8%	-1.9	-3.5
C#CCSc1nc(-c2cccs2)ccc1C#N	6%	-7%	8%	-10	4%	2%	0.0	-6.2
CCCOc1ccc(N2C(=O)CC(NCCNc3ccc([N+](=O)[O-])cn3)C2=O)cc1 (configuration not stated)	-7%	6%	-4%	-10	6%	1%	-0.8	-2.4
COc1cccc(NC(=O)COc2cccc3c2CCNC3=O)c1	0%	-1%	6%	-1	10%	1%	-1.0	-4.1
O=C(c1ccco1)N1CCN(C2=NS(=O)(=O)c3ccccc32)CC1	6%	0%	13%	2	0%	-12%	-0.3	4.7

# Only part of the results is shown; the hit share may differ from the screen's.
